# Source: PubChem BioAssay (several laboratories)
# FID counter: fluorescent intercalator displacement, NS3 helicase counter-screen; AID 1845; DNA fluorescent intercalator displacement, fluorescence; 0.17% of 290,000 active; inhibition, % at 7.9 µM; in the data active = inhibition above about 37%;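 also: 0% = vehicle and 100% = reference compound; higher means more ethidium bromide displaced from hairpin DNA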
# IMP-1 inhibitor: blocks Pseudomonas aeruginosa IMP-1 metallo-beta-lactamase. purified IMP-1, nitrocefin hydrolysis, epi-absorbance fluorescence. inhibition, % at 5.6 µM. 0.45% of 290,000 active;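 active = inhibition above the mean plus 3 SD of all compounds in the same screening run, cut at about 4.5% in these data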;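 also: 0% = IMP-1 with DMSO and 100% = DMSO wells lacking enzyme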
#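 System: purified IMP-1 / Input: IMP-1 dispensed at 0.2 nM / Medium: 50 mM HEPES pH 7.1, 50 µM ZnSO4, 0.05% Brij 35 / Timing: 15 min enzyme–compound preincubation, then 25 min nitrocefin reaction, 25 °C / Technique: plate fluorescence quenching by hydrolysis product, ex 480/em 530 nm / Repeats: singlicate testing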
# UBC9 SUMO inh: inhibitors of human SUMOylation (UBC9) | P63279 | HTRF SUMOylation assay, SAE1/SAE2 + UBC9, in vitro | inhibition, % at 35 µM | 0.36% of 290,000 active; in the data active = inhibition above about 50%, passing the limit was not always enough; also: strong numbers were not always called active
# MEKK3 PB1 HTS: raises or lowers MEK5 binding to the human MEKK3 PB1 domain; Q99759; binding response (% of control), % at 10 µM; 1.4% of 290,000 active; AID 1529; bead-based flow cytometry, Alexa488-MEK5 binding to MEKK3; actives lie on both sides; 0 = blocked by unlabeled MEK5, 100 = vehicle;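 active = binding response more than 3 SD above or below the average of its plate-row segment, actives on both sides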;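 also: Alexa488 bead fluorescence after subtracting the streptavidin-only scavenger bead signal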
# HCV NS3 hel inh: HCV NS3 helicase inhibition | NS3 helicase DNA unwinding, Cy5 molecular beacon fluorescence | inhibition, % at 10.9 µM | 0.56% of 290,000 active | AID 1800;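 active = inhibition above the mean of all tested compounds plus 3 SD, set per campaign, cut at about 35% in these data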;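 also: 0% = DMSO wells and 100% = thioflavine S control wells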
#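 Control set: DMSO versus 110 µM thioflavine S; Material: NS3 helicase fragment of HCV; Measured by: Cy5 fluorescence at 0 and 60 min, beacon hairpin quenching; Read-out basis: percent inhibition from t60/t0 fluorescence ratio; Times: reaction time 60 min, 25 °C; Repeats: single replicate; Compound dosing: single dose, 10.9 µM nominal final, DMSO 0.8% final.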
# VIM-2 inhibitor: inhibitors of Pseudomonas aeruginosa VIM-2 metallo-beta-lactamase; purified VIM-2, nitrocefin hydrolysis, epi-absorbance fluorescence; inhibition, % at 5.6 µM; 0.89% of 290,000 active;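 active = inhibition above the mean of all tested compounds plus 3 SD, cutoff set per screening run, cut at about 7.5% in these data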;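 also: red hydrolysis product quenches plate fluorescence so inhibitors raise well fluorescence; 0% = enzyme with DMSO and 100% = DMSO without enzyme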
# pCIP destab: lowers stability of the mouse p/CIP coactivator protein; Q05BA5; F442A p/CIP-EGFP cells, EGFP fluorescence, 16 h; decrease of EGFP signal, % at 10 µM; 0.01% of 290,000 active;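 active = EGFP signal decrease of at least 30% at 10 µM or well 3 SD below plate mean, unless failing retest; inactive = the rest, including hits failing retest or dose response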; also: some compounds called inactive have numbers as strong as hits; many of its hits are not listed in these tables
# IDE cell activ: IDE (human) activation, cell-based | HEK cells, FAbeta-B cleavage, fluorescence polarization; 0% vehicle, 100% cell-free pure enzyme wells | AID 493087 | 0.073% of 340,000 active | activation, % at 5.96 µM;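 active = activation above the mean of all tested compounds plus 3 SD, set per screening campaign, cut at about 17% in these data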
# Target sequence (P14735 whole entry, looked up): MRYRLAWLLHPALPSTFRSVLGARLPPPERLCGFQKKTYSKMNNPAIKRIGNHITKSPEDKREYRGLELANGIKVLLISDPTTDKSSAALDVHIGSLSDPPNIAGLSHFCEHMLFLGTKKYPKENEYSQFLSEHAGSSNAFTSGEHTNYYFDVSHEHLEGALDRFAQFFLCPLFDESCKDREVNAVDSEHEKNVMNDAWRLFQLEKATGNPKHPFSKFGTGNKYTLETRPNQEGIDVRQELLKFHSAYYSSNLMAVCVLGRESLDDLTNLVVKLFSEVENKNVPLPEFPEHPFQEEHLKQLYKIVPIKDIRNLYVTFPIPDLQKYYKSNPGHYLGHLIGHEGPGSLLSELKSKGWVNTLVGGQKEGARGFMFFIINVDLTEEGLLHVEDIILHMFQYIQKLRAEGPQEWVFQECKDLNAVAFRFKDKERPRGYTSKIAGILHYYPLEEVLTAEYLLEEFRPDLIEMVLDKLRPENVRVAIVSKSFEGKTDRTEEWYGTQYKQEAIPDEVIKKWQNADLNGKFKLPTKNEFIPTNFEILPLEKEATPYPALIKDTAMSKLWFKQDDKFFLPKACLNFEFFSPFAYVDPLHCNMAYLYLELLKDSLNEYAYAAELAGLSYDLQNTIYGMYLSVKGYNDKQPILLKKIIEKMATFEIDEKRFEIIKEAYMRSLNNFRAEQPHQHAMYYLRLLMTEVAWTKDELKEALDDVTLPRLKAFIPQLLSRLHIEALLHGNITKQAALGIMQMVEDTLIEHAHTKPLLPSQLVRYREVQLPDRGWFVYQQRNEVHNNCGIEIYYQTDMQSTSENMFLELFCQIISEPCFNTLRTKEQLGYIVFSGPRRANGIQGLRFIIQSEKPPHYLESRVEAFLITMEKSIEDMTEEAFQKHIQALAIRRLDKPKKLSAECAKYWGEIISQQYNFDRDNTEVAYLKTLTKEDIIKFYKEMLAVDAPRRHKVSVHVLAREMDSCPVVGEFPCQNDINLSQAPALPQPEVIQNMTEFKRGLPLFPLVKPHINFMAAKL
# PHOSPHO1 inh: inhibitors of human PHOSPHO1 phosphatase. AID 1565. recombinant PHOSPHO1, absorbance phosphatase assay. Q8TCT1. 1.1% of 290,000 active. inhibition, % at 13.3 µM; in the data active = inhibition above about 60%
# An asterisk follows results filed as active; / = no result given. Only part of the results is shown; count on the stated rates, not on these rows.
# Values run as follows: UBC9 SUMO inh	MEKK3 PB1 HTS	FID counter	VIM-2 inhibitor	PHOSPHO1 inh	pCIP destab	IMP-1 inhibitor	HCV NS3 hel inh	IDE cell activ
1. Cc1ccc(N2C(=O)C3NN=C(C(=O)OCc4ccccc4)C3C2=O)cc1 (stereo not given)
  -8	100	-7	-2.5	-7	-8	-0.9	-14	4
2. CCCNC(=O)CCn1nc(-c2ccccc2)c2ccccc2c1=O
  2	94	-23	-3.7	20	-11	-4.7	-4	3
3. C#CCOCCOCCOCCNc1nc(N2CCN(C(=O)[C@H](C(C)C)n3cc(CCO)nn3)CC2)nc(N2CCN(C(=O)[C@H](CCCCN)n3cc(CCCC)nn3)CC2)n1
  3	106	11	-1.4	-14	-3	-4.1	-66	2
4. Cc1nc(N2CCN(c3ccccc3)CC2)[nH]c(=O)c1CCC(C)C
  20	100	-2	-2.0	34	-4	-2.0	-7	5
5. Cc1coc2c(C)c3oc(=O)c(CCC(=O)NCCN4CCOCC4)c(C)c3cc12
  24	98	0	8.2*	45	2	-1.4	-32	5
6. CCOC(=O)c1sc2nc(C)cc(-c3ccccc3)c2c1N
  2	97	-1	-1.1	-16	-15	-0.8	-7	0
7. O=C(N/N=C/c1cccnc1)c1cccc(S(=O)(=O)N2CCCC2)c1
  9	106	-8	-1.5	43	-10	-1.1	3	-3
8. COc1cccc(-n2nnnc2SCC(=O)Nc2cccc(C)n2)c1
  12	98	-17	-2.7	-1	7	-3.5	3	3
9. Cc1nc(N)sc1-c1nnc(SCC(=O)Nc2ccccc2C(F)(F)F)n1C
  15	99	-3	-2.6	11	-6	0.9	0	-5
10. O=S(=O)(c1ccc(Cl)cc1)N1CCN=C1SCc1cccc(Cl)c1
  -12	102	2	-4.3	1	-11	-4.3	-4	1
11. Cc1ccc(O)c(NC(=O)COc2cc(C)ccc2C)c1
  23	101	-3	-3.1	8	-7	0.0	-3	0
12. CCOC(=O)c1cc2sc(C)cc2n1CC(=O)N1CCOCC1
  -10	100	-3	-0.2	20	0	1.3	-4	3
13. CCOC(=O)/C=C/C(=O)OCC(=O)Nc1ccc(Cl)cn1
  18	93	0	-1.5	-2	-13	-5.3	7	4
14. CCc1ccc(NC(=O)CSc2nnc(CNC(=O)c3ccco3)o2)cc1
  -11	103	-14	-2.0	32	9	-1.9	-2	2
15. Nc1cccc2c1C(=O)N(C(=O)c1cccc(S(=O)(=O)N3CCCC3)c1)C2=O
  43	108	-5	-1.1	5	-21	-2.2	6	5
16. CCOc1ccc(/C=C/c2nc(C#N)c(NCCCN(C)C)o2)cc1
  14	113	22	1.0	40	5	-2.2	-40	-2
17. CCc1ccc(NC(=O)c2cnc3scc(C)n3c2=O)cc1
  -2	/	-5	-5.0	-26	6	-3.2	5	1
18. COc1ccc(/C=C/C(=O)NCCSCc2ccco2)cc1
  17	90	-16	-3.0	-12	-2	-0.6	-3	5
19. CCCCN(C)CCCNC(=O)Cn1c(=O)sc2ccccc21
  -2	100	6	-0.3	28	14	-0.2	-10	-3
20. O=C(c1cccn2c(=O)c3ccc(Cl)cc3nc12)N1CCN(Cc2ccc3c(c2)OCO3)CC1
  10	101	-2	-1.2	10	-14	-3.1	4	-16
21. Cc1cc(C)c2c(N=NN3CCOCC3)[nH]nc2n1
  6	97	-6	-0.5	11	3	-3.7	0	3
22. Cc1ccc(S(=O)(=O)N/N=C/c2c(F)cccc2Cl)cc1
  4	123	-2	-4.0	-4	-13	-2.5	2	0
23. O=C(Cc1cc(=O)[nH][nH]1)N/N=C/c1cccc2ccccc12
  66	101	-9	-2.9	32	-7	-3.2	6	-4
24. C=CCc1cccc2cc(C(=O)NC)c(=O)oc12
  5	103	-5	1.5	-57	33	-6.6	-2	3
25. C/C(=N\NC(=O)c1cccc(N/N=C(\C)c2ccco2)c1)c1ccco1
  22	101	-16	0.0	16	-9	-0.8	20	-3
26. CCC1CCCCN1C(=O)C1CC(c2cc(Cl)c(OC)cc2OC)=NO1 (stereo not given)
  13	101	-19	-0.3	-23	1	-3.2	-4	-4
27. CCN(C(=O)Cc1nc(N)n[nH]1)C1(C(=O)Nc2ccccc2)CCCCC1
  13	103	-5	-3.4	36	-1	-1.6	12	2
28. C=CCc1ccc(OCC(O)CN2CCN(Cc3ccccc3)CC2)c(OC)c1 (stereo not given)
  -1	70	9	-1.9	25	-1	-1.9	-19	0
29. O=C(NNC(=O)c1cccc(-n2cnnn2)c1)c1ccccc1
  -3	97	4	0.4	14	-13	-0.8	-8	4
30. O=S(=O)(c1ccccc1C(F)(F)F)N1CCOCC1
  3	99	5	-1.2	-6	-2	-3.7	-9	3
31. Cc1ccc(-c2csc3ncnc(Oc4ccc5c(C)cc(=O)oc5c4)c23)cc1
  -22	100	-7	-1.6	19	-3	-2.1	6	1
32. CC(/C=C/c1ccco1)=N\NC(=O)c1cccnc1
  8	99	-9	-3.3	16	-3	-0.7	13	0
33. CC(=O)c1cccc(NC(=O)NCCc2ccc(Cl)cc2)c1
  3	104	-16	-3.3	36	-17	-4.9	4	6
34. O=C(Nc1ccc(Cl)cc1)N(Cc1nc2ccccc2c(=O)[nH]1)Cc1cccs1
  -32	105	-7	-4.3	-21	4	-0.5	9	-1
35. Cc1ccc2cc(/C=C(\C#N)C(N)=O)c(N3CCCCC3)nc2c1
  19	99	2	1.1	-2	0	-2.0	3	2
36. CCc1ccc(N2CC(C(=O)N/N=C/c3cc([N+](=O)[O-])ccc3O)CC2=O)cc1 (stereo not given)
  -9	97	-8	1.8	23	-3	-0.8	11	/
37. FC(F)(F)c1ccccc1NC(=S)NC1CCN(Cc2ccccc2)CC1
  16	94	9	-0.1	19	-4	-0.6	-13	6
38. CN(Cc1ccccc1)CC(O)COc1ccc(CNCCc2ccncc2)cc1 (stereo not given)
  1	100	22	-2.5	20	-4	-3.5	17	5
39. COc1ccc(C(NC(=O)CNC(C)=O)C(=O)Nc2ccc(C(C)C)cc2)cc1 (stereo not given)
  9	102	-23	1.3	-22	-3	-0.2	4	-4
40. CC1Cc2ccccc2N1S(=O)(=O)c1cnc(Cl)c(Cl)c1 (stereo not given)
  -2	93	1	1.7	43	-1	-1.4	-4	8
41. CN(C)CCN(C(=O)/C=C/c1cccs1)c1nc2ccc(Br)cc2s1
  /	99	35	-0.3	18	-11	-0.8	-84	8
42. O=C(O)CSCC(=O)Nc1ccc(C(=O)O)cc1
  -8	103	2	-2.8	31	1	-1.6	3	3
43. CCOC(=O)C1CCC(CN(Cc2ccccc2C)S(=O)(=O)c2ccc([N+](=O)[O-])cc2)CC1 (stereo not given)
  5	107	-3	-1.7	-3	2	-2.5	0	5
44. O=c1[nH]c(=S)[nH]c2sc3c(c12)CCCCCC3
  3	105	-5	-3.6	-73	-3	-4.6	32	-12
45. COc1cccc(S(=O)(=O)NCc2ccc(C(=O)N3CCN(C)CC3)cc2)c1
  7	101	-1	-0.9	/	6	-1.2	4	6
46. CCOC(=O)c1sc2nc(C)nc(Nc3ccc(OC)c(OC)c3)c2c1C
  28	101	-4	1.6	-5	8	-3.2	-6	/
47. CC(C)CC(=O)Nc1nnn(C)n1
  25	97	1	-1.9	15	2	-2.8	2	2
48. COc1cc(OC)c(NS(=O)(=O)c2cc3[nH]c(=O)c(=O)[nH]c3cc2C)cc1Cl
  -5	99	-8	-0.1	38	-4	-0.8	-14	6

# Another view of some results above.
4. Cc1nc(N2CCN(c3ccccc3)CC2)[nH]c(=O)c1CCC(C)C
  UBC9 SUMO inh: 20	MEKK3 PB1 HTS: 100	FID counter: -2	VIM-2 inhibitor: -2.0	PHOSPHO1 inh: 34	pCIP destab: -4	IMP-1 inhibitor: -2.0	HCV NS3 hel inh: -7	IDE cell activ: 5

5. Cc1coc2c(C)c3oc(=O)c(CCC(=O)NCCN4CCOCC4)c(C)c3cc12
  UBC9 SUMO inh: 24	MEKK3 PB1 HTS: 98	FID counter: 0	VIM-2 inhibitor: 8.2*	PHOSPHO1 inh: 45	pCIP destab: 2	IMP-1 inhibitor: -1.4	HCV NS3 hel inh: -32	IDE cell activ: 5

# Part of the list above, as tab-separated lines:
entry	SMILES	UBC9 SUMO inh	MEKK3 PB1 HTS	FID counter	VIM-2 inhibitor	PHOSPHO1 inh	pCIP destab	IMP-1 inhibitor	HCV NS3 hel inh	IDE cell activ
36	CCc1ccc(N2CC(C(=O)N/N=C/c3cc([N+](=O)[O-])ccc3O)CC2=O)cc1 (stereo not given)	-9	97	-8	1.8	23	-3	-0.8	11	/
37	FC(F)(F)c1ccccc1NC(=S)NC1CCN(Cc2ccccc2)CC1	16	94	9	-0.1	19	-4	-0.6	-13	6
38	CN(Cc1ccccc1)CC(O)COc1ccc(CNCCc2ccncc2)cc1 (stereo not given)	1	100	22	-2.5	20	-4	-3.5	17	5
39	COc1ccc(C(NC(=O)CNC(C)=O)C(=O)Nc2ccc(C(C)C)cc2)cc1 (stereo not given)	9	102	-23	1.3	-22	-3	-0.2	4	-4
40	CC1Cc2ccccc2N1S(=O)(=O)c1cnc(Cl)c(Cl)c1 (stereo not given)	-2	93	1	1.7	43	-1	-1.4	-4	8
41	CN(C)CCN(C(=O)/C=C/c1cccs1)c1nc2ccc(Br)cc2s1	/	99	35	-0.3	18	-11	-0.8	-84	8
42	O=C(O)CSCC(=O)Nc1ccc(C(=O)O)cc1	-8	103	2	-2.8	31	1	-1.6	3	3
43	CCOC(=O)C1CCC(CN(Cc2ccccc2C)S(=O)(=O)c2ccc([N+](=O)[O-])cc2)CC1 (stereo not given)	5	107	-3	-1.7	-3	2	-2.5	0	5
44	O=c1[nH]c(=S)[nH]c2sc3c(c12)CCCCCC3	3	105	-5	-3.6	-73	-3	-4.6	32	-12
45	COc1cccc(S(=O)(=O)NCc2ccc(C(=O)N3CCN(C)CC3)cc2)c1	7	101	-1	-0.9	/	6	-1.2	4	6
46	CCOC(=O)c1sc2nc(C)nc(Nc3ccc(OC)c(OC)c3)c2c1C	28	101	-4	1.6	-5	8	-3.2	-6	/
47	CC(C)CC(=O)Nc1nnn(C)n1	25	97	1	-1.9	15	2	-2.8	2	2
48	COc1cc(OC)c(NS(=O)(=O)c2cc3[nH]c(=O)c(=O)[nH]c3cc2C)cc1Cl	-5	99	-8	-0.1	38	-4	-0.8	-14	6
